NCI-60 one-dose screen, 48 h, at 10 µM unless noted. Numbers give growth in % (100 = growth as untreated, 0 = no growth, -100 = all killed).
K-562 – K-562 leukemia. 78,000 compounds, 7.4% hits. AID 1794777
T-47D – T-47D breast cancer | 79,000 compounds, 5% hits | AID 1794792
BT-549 – BT-549 breast cancer | 78,000 compounds, 4.4% hits
MCF7 – MCF7 breast cancer | 82,000 compounds, 6.3% hits | AID 1794796
LOX IMVI – LOX IMVI melanoma | 79,000 compounds, 7.4% hits | AID 1794757
HS 578T – HS 578T breast cancer | 78,000 compounds, 4.1% hits
MDA-MB-468 – MDA-MB-468 breast cancer. 78,000 compounds, 8.5% hits. AID 2202374
MDA-MB-231 – MDA-MB-231 breast cancer; 81,000 compounds, 5% hits; AID 1794789
An asterisk follows results filed as active; . = no result given; & = joins results of further samples. How the source made its calls: active means growth percent below 10; inactive means the rest.

SMILES	K-562	T-47D	BT-549	MCF7	LOX IMVI	HS 578T	MDA-MB-468	MDA-MB-231
C=C(C)[C@@H]1CC[C@]2(COC(C)=O)CC[C@]3(C)[C@H](CC[C@@H]4[C@@]5(C)CC[C@H](OC(=O)c6cccc(OC(C)=O)c6OC(C)=O)C(C)(C)[C@@H]5CC[C@]43C)[C@@H]12	99	92	109	96	100	95	105	106
Cc1c(N=Nc2cc(N=Nc3ccc(N=Nc4ccc(O)c(C(=O)O)c4)cc3)c(N)cc2N)cccc1S(=O)(=O)O	97	93	.	92	80	88	101	94
COc1ccc(/C=C\C(=O)OCC2CCCCC2)cc1	99	87	103	94	100	95	98	109
CN1CCN(CCCCOc2ccc3c(c2)CCCC(=O)N3)CC1	113	106	117	91	96	99	142	98
CS(=O)(=O)O[C@@H]1CO[C@H]2[C@@H]1OC[C@H]2OS(C)(=O)=O	99	112	103	103	106	107	106	110
COC(=O)c1nn(-c2ccccc2)c2occc2c1=O	96	107	87	95	95	108	114	122
Nc1ccccc1SC(CC(=O)c1ccccc1)c1c(Cl)cccc1Cl (stereo not drawn)	12	69	68	15	23	85	65	87
COc1ccc(Nc2n[nH]c(N)c2C(=O)Nc2ccccc2)c(OC)c1	86	89	93	88	106	105	88	94
CC(CN(C)C)Sc1nnc(SC(C)CN(C)C)s1 (stereo not drawn)	108	99	104	106	102	92	94	104
CCOC(=O)NC(C)(C)CN(C(=O)OCC)c1ccccc1	106	105	114	100	106	118	103	100
COc1ccc(NC(=O)CSc2nnc(-c3ccc4nc(-c5cc(OC)c(OC)c(OC)c5)[nH]c4c3)o2)cc1	65	81	129	80	93	75	99	93
O=C1CCCc2cc(OCCNS(=O)(=O)c3ccccc3)ccc2N1	101	103	115	97	95	104	96	99
CN1C(=O)N2CCc3c([nH]c4ccccc34)C2c2ccccc21 (stereo not drawn)	90	61	95	86	97	90	86	78
Cc1cc(C)cc(C(=O)Nc2cccc(-c3cn(-c4ccc(S(N)(=O)=O)cc4)nn3)c2)c1	19	.	.	.	.	.	41	.
Cn1c(N2CCN(Cc3ccccc3)CC2)nc(-c2ccco2)c(C#N)c1=O	111	94	122	38	92	113	.	106
CCCCCCCCC1OC1CCCCCCCC(=O)O (stereo not drawn)	116	99	128	101	109	99	90	95
CCC(C)(C(N)=O)c1ccccc1 (stereo not drawn)	112	99	.	93	103	94	100	110
Cc1nn(-c2ccccc2)c2nc(C)n(Cc3ccccc3)c(=O)c12	85	77	98	82	86	99	105	98
CCCCNC(=O)Oc1ccc(/C(=C(\C)c2ccc(Cl)cc2)c2ccc(OCCN3CCCCC3)cc2)cc1	22	47	86	32	80	85	63	94
COc1cc2nccc(Oc3ccc(NC(=O)C4(C(=O)Nc5ccc(F)cc5)CC4)cc3)c2cc1Oc1ccc(N)cn1	3.1*	6.0*	62	9.5*	11	7.3*	32	43
Cn1c(=O)[nH]c(=O)c2[nH]c(-c3cc4ccccc4[nH]c3=O)nc21	102	84	117	89	97	99	100	85
CCCCCCC1OCC(CC)(CCCC)CO1 (stereo not drawn)	100	104	.	103	110	107	113	117
O=C(N/N=C\c1ccc([N+](=O)[O-])cc1)c1ccncc1	.	107	99	109	103	107	110	119
O=C(NCCCO)NCN1C(=O)c2cccc3cccc(c23)C1=O	113	105	100	89	97	107	97	110
O=C(O)c1cc2oc3ccccc3c2cc1O	100	96	88	95	90	95	110	98
CCc1ccc(OCCO)c(Cl)c1	106	.	.	104	104	96	98	94
Oc1ccc(CN(Cc2ccc(C(F)(F)F)cc2)Cc2ccc(O)c3ncccc23)c2cccnc12	8.2*	20	33	14	19	.	4.0*	48
CCCCC[n+]1ccc(SCC(=O)N(C)c2ccc(OC(F)(F)F)cc2)c2ccccc21	72	85	104	90	91	106	100	106
C/C(=N\NC(=O)Nc1ccccc1)c1nnn(-c2ccc([N+](=O)[O-])cc2)c1C	113	98	111	98	102	116	104	106
CN(C)CCOc1ccc(I)cc1Cc1ccccc1	72	75	.	77	75	78	68	60
O=CNc1ccc(-n2cnc3cc(-c4ccc(O)cc4)ccc32)cc1	65	64	93	72	94	93	86	108
COc1ccc(Cl)cc1/C=C/C=N/NC(=O)c1ccncc1	76	100	92	89	100	102	.	107
C#CC(F)(F)[C@]1(O)CCC2C3CCC4=CC(=O)CCC4=C3[C@@H](c3ccc(N(C)C)cc3)C[C@@]21C (stereo partly drawn)	86	44	89	58	96	89	101	85
C=CCON(CC=C)C(=O)O	99	108	105	106	91	106	101	98
CC(CCC(=O)O)C1CCC2C3CC(=O)C4CC(=O)CCC4(C)C3CCC12C (stereo not drawn)	113	88	106	98	100	92	106	99
O/N=C\c1c(-c2ccccc2)[nH]c2ccccc12	96	80	102	71	94	101	90	95
Nc1nc(Sc2ccccc2)c2cc[nH]c(=O)c2n1	105	115	100	92	101	112	120	121
C/C(=N\O)[C@@H]1CC[C@]2(C(N)=O)CC[C@]3(C)[C@H](CC[C@@H]4[C@@]5(C)CC/C(=N/O)C(C)(C)[C@@H]5CC[C@]43C)[C@@H]12	.	77	84	76	97	89	91	93
Cc1ccc(NC(=O)CSc2nc3ccccc3c(=O)n2CCc2ccc(S(N)(=O)=O)cc2)cc1	.	82	67	79	85	27	96	66
COc1ccc(/C=C2/SC(=S)NC2=O)c(OC)c1OC	84	63	91	80	66	64	65	63
C=CCn1cc(/C=N\N=C2\C(=O)Nc3ccccc32)c2ccccc21	70	45	.	67	93	92	80	102
OC(CBr)c1ccnc2ccccc12 (stereo not drawn)	92	89	92	96	96	100	100	103
Cc1c(C(=O)C2CC2c2ccccc2)nnn1-c1ccccc1 (stereo not drawn)	.	85	109	98	109	99	96	100
CC(C#N)Oc1cccc2ccccc12 (stereo not drawn)	94	91	97	87	100	104	105	85
Cc1ccc(C)c(-n2c(-c3ccc(Br)cc3)csc2=NC(=O)c2ccccc2F)c1	24	41	29	59	77	101	55	84

Single records, as listed above. Order of values: K-562, T-47D, BT-549, MCF7, LOX IMVI, HS 578T, MDA-MB-468, MDA-MB-231
Profile of `OC(CBr)c1ccnc2ccccc12` (stereo not drawn) = 92, 89, 92, 96, 96, 100, 100, 103
Profile of `CCCCCCC1OCC(CC)(CCCC)CO1` (stereo not drawn) = 100, 104, ., 103, 110, 107, 113, 117
Profile of `COc1ccc(/C=C2/SC(=S)NC2=O)c(OC)c1OC` = 84, 63, 91, 80, 66, 64, 65, 63
Profile of `C=C(C)[C@@H]1CC[C@]2(COC(C)=O)CC[C@]3(C)[C@H](CC[C@@H]4[C@@]5(C)CC[C@H](OC(=O)c6cccc(OC(C)=O)c6OC(C)=O)C(C)(C)[C@@H]5CC[C@]43C)[C@@H]12` = 99, 92, 109, 96, 100, 95, 105, 106
Profile of `Cn1c(=O)[nH]c(=O)c2[nH]c(-c3cc4ccccc4[nH]c3=O)nc21` = 102, 84, 117, 89, 97, 99, 100, 85

Reprinted at random: 5 records from the list
SMILES	K-562	T-47D	BT-549	MCF7	LOX IMVI	HS 578T	MDA-MB-468	MDA-MB-231
O=CNc1ccc(-n2cnc3cc(-c4ccc(O)cc4)ccc32)cc1	65	64	93	72	94	93	86	108
C=CCn1cc(/C=N\N=C2\C(=O)Nc3ccccc32)c2ccccc21	70	45	.	67	93	92	80	102
CC(CCC(=O)O)C1CCC2C3CC(=O)C4CC(=O)CCC4(C)C3CCC12C (stereo not drawn)	113	88	106	98	100	92	106	99
Cc1c(C(=O)C2CC2c2ccccc2)nnn1-c1ccccc1 (stereo not drawn)	.	85	109	98	109	99	96	100
OC(CBr)c1ccnc2ccccc12 (stereo not drawn)	92	89	92	96	96	100	100	103

(listing goes on)
SMILES	K-562	T-47D	BT-549	MCF7	LOX IMVI	HS 578T	MDA-MB-468	MDA-MB-231
Cc1c(Cc2ccccc2)[n+](=O)c2ccccc2n1[O-]	124	96	98	96	100	108	100	113
O=S(c1ccccc1O)S(=O)c1ccccc1O (stereo not drawn)	98&97	111&97	116	96&105	117&101	116&110	109&104	99&107
N#C/C(=C/N)C(N)=O	106	105	100	99	106	121	112	106
CCOC(=O)C1CCCC1	101	94	89	100	100	85	99	97
Cc1cc(C[P+](c2ccccc2)(c2ccccc2)c2ccccc2)c(C[P+](c2ccccc2)(c2ccccc2)c2ccccc2)cc1C	69	87	109	87	80	94	90	92
CC(=O)Oc1c(C2=NN(C(C)=O)C(c3ccc(F)cc3)O2)sc2nnc(-c3ccccc3)c(-c3ccccc3)c12 (stereo not drawn)	.	98	90	64	105	114	86	90
O=C1Nc2cc(Cl)ccc2/C1=C/c1cccc(OCc2ccccn2)c1	4.8*	26	-13*	7.9*	.	.	1.5*	.
Cn1cc(-c2csc(-c3cn(C)c4ncccc34)n2)c2cc(Br)cnc21	.	77	95	70	82	.	-28*	62
COc1ccc(-n2c(C)nc3c(c(C)nn3-c3ccccc3)c2=O)cc1	8.9*	56	9.9*	11	17	22	-16*	32
CNC1=C([N+](=O)[O-])C(c2ccc(F)cc2)C(C#N)=C(c2cccs2)O1 (stereo not drawn)	99	85	106	99	99	110	110	102
Cc1nc(/N=C(N)/N=C(\N)c2ccccc2Cl)sc1C	42	90	91	44	75	84	47	95
C=CCOCC1CC2(Cl)CC1(Cl)C(Cl)=C2Cl (stereo not drawn)	124	117	117	103	105	111	97	109
COC1C(O)CC(OC2CC(OC3CC(O[C@@H]4C(=O)c5c(cc6cc(OC7CC(OC8CC(O)C(O)C(C)O8)C(O)C(C)O7)c(C)c(O)c6c5O)CC4[C@H](OC)C(=O)O)OC(C)C3O)OC(C)C2O)OC1C (stereo partly drawn)	21	25	21	10	-13*	23	16	48
O=C1C=CC(=O)N1c1ccc(Nc2ccccc2)cc1	96	103	105	100	97	110	115	99
CCC(OC(=O)CC(C)C)c1ccccc1 (stereo not drawn)	100	84	101	94	96	104	99	106
COc1cc(CNC(=O)CCCC/C=C/C(C)C)ccc1OCc1cn(-c2ccccc2Cl)nn1	77	74	91	97	90	97	88	81
Cn1c(N)c(N=O)c(=O)n(C)c1=S	98	109	108	109	91	93	103	102
CSc1nc(N)c2[nH]cnc2n1	104	103	109	104	100	115	101	100
C=C1C(=O)O[C@H]2[C@H]1CC/C(C(=O)NCCCNC(=O)/C1=C/CC[C@@]3(C)O[C@H]3[C@H]3OC(=O)C(=C)[C@@H]3CC1)=C\CC[C@@]1(C)O[C@@H]21	99	97	107	89	95	103	95	111
Nc1nc(Cl)cc(-c2ccccc2)n1	95	90	105	93	95	107	94	102
CC(=NC(C)(C)C)Nc1ccc(Cl)cc1	95	89	93	95	92	109	107	102
C[C@@H]1CN2CN(c3ccc(C(=O)O)c(O)c3)CN3C2C2N(C[C@@H]3C)CN(c3ccc(C(=O)O)c(O)c3)CN21 (stereo partly drawn)	49	109	105	101	101	95	92	121
Cc1ccc(NC(=O)CSc2nc(-c3cnccn3)cc(-c3cccs3)c2C#N)cc1	95	91	70	66	67	60	76	75
CCC1S(=O)(=O)OCCOS1(=O)=O	95	104	112	95	.	106	103	106
CN1CCN(C(=O)C2CN(c3cccc(Cl)c3)N(c3cccc(Cl)c3)C2=O)CC1 (stereo not drawn)	74	82	78	88	83	86	49	51
CCCC(C)c1cc(Cc2cc(Cl)cc(Cl)c2O)c(O)c(Cc2cc(Cl)cc(Cl)c2O)c1 (stereo not drawn)	7.8*	6.3*	-15*	4.9*	5.3*	1.1*	-1.2*	-13*
COc1ccc2c(c1)N(CC(C)CN(C)C)c1ccccc1S2 (stereo not drawn)	69	99	92	97	76	74	64	88
O=c1[nH]c2ccc(Oc3ncccn3)cc2c(=O)n1Cc1cccc(NS(=O)(=O)c2cccc(F)c2)c1	72	.	85	76	89	94	75	78

Source: PubChem BioAssay
